Source: PubChem
Sm TGR inh – inhibitors of Schistosoma mansoni thioredoxin glutathione reductase; purified TGR, DTNB reduction, TNB absorbance 405 nm; 360,000 tested, 3% active; Potency, µM (top dose mostly 114 µM), for inactives: at the highest dose activity change, negative = inhibition, hits mostly inhibitors; Q962Y6; also: potency is read from the fitted curve at half-maximal effect; % is scaled to controls: 0 for no effect and ±100 for the full control effect; nearly all actives have a fitted effect of over 60% in size
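First, TGR (20 nM dispensed) and NADPH were mixed with compound. Second, a 15 min room-temperature incubation followed. Third, further NADPH and then DTNB were added to start the reaction. Finally, TNB absorbance was monitored kinetically.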
Cycloheximide cs – affects cycloheximide protein synthesis inhibition readout, counter-screen | AID 2314 | max response, % | cell reporter, cycloheximide protein synthesis inhibition counterscreen | 300,000 tested, 12% active; in the data active = max response mostly above about 13%, no sharp cut-off; inactive = mostly below about 14%; also: read at 38.3 µM for the half of the compounds with a filed dose; 0% is about no effect
Shiga inhibitor – blocks Shiga toxin action in Vero cells; Vero cells, Shiga toxin protein synthesis inhibition reporter; inhibition, % at 38.7 µM; 290,000 tested, 9.2% active; in the data active = inhibition mostly above about 28%, no sharp cut-off; inactive = mostly below about 43%; also: 0% is about no effect
Pf growth 96h – P. falciparum growth inhibition at 96 hour, primary screen for plastid delayed-death inhibitors. P. falciparum luciferase reporter growth, 96 h. Potency, µM (doses to about 28.7 µM), without a hit: at the highest dose activity change, negative = inhibition, actives largely listed as inhibitors. 320,000 tested, 6.9% active. AID 504834; also: potency is read from the fitted curve at half-maximal effect; % is scaled to controls: 0 for no effect and ±100 for the full control effect
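Two-generation exposure (96 h) targets delayed-death phenotype. Reporter parasites carrying integrated firefly luciferase, in red cells at 2% hematocrit and 0.05% parasitemia final, kept at 37 C, 5% CO2; luminescence loss indicates inhibition.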
Giardia FBPA inh – inhibitors of Giardia lamblia fructose-1,6-bisphosphate aldolase; 290,000 tested, 0.71% active; purified Giardia FBPA; A8B2U2; Potency, µM (highest dose often 59.6 µM), inactives show top-dose activity, negative = inhibition, actives largely listed as inhibitors; also: potency is read from the fitted curve at half-maximal effect; % is scaled to controls: 0 for no effect and ±100 for the full control effect; nearly all actives have a fitted effect of over 55% in size
Target sequence (A8B2U2 whole entry, looked up): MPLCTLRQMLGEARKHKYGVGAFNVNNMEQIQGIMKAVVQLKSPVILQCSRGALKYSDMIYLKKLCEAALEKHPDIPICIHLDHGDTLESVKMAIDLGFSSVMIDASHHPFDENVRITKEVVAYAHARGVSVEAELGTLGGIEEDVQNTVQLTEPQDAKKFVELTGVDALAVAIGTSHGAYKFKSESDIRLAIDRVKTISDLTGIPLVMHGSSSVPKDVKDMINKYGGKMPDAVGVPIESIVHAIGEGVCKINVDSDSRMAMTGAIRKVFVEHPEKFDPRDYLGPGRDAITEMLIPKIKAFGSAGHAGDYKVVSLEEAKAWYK
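40 nM FBPA preincubated 10 min at RT with compound (up to 57.5 uM final), then substrate plus GAPDH/TPI/NAD/arsenate coupling and diaphorase/resazurin added. Fluorescence read after 20 min at RT, 525/598 nm.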
Pf growth 48h – P. falciparum growth inhibition at 48 hours (one generation) | P. falciparum luciferase growth in erythrocytes, 48 h | Potency, µM (top dose mostly 28.7 µM), inactives show at the top dose activity change, negative = inhibition, hits mostly inhibitors | 310,000 tested, 5.9% active | AID 504832; also: potency is read from the fitted curve at half-maximal effect; % is scaled to controls: 0 for no effect and ±100 for the full control effect
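Firefly luciferase activity from engineered P. falciparum reports growth; inhibitors lower the luminescent signal. Cultures contained 2% hematocrit erythrocytes at 0.1% final parasitemia.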
Active calls of the source: *; i = inactive; ? = inconclusive; . = no result given; & = joins results of further samples; [ ] = remark or other dose. Unless noted, calls follow the shape of the dose curve; as a rule, active = well fitted curve in the direction sought with a large enough effect; inconclusive = small, poorly fitted or top-dose-only effect, or another doubt; inactive = no such curve, though single readings can be large; an effect the other way counts as inactive or inconclusive.

Letters – A = Sm TGR inh; B = Cycloheximide cs; C = Shiga inhibitor; D = Pf growth 96h; E = Giardia FBPA inh; F = Pf growth 48h
COc1ccccc1NC(=O)C1C2C=CC3(CN(Cc4cccnc4)C(=O)C13)O2 (stereo not drawn)
  A = 7%; B = -3; C = -2; D = ?; E = -10%; F = .

Cc1cc2occ(CC(=O)NC3=NCCS3)c2cc1C(C)C
  A = -6%; B = -10; C = -4; D = -12%; E = 3%; F = -28%

CN(CC(=O)Nc1ccccc1Br)C(=O)CN1CCN(Cc2ccc(Cl)cc2)CC1
  A = -28%; B = .; C = .; D = 0%; E = .; F = ?

Cc1nn(Cc2ccc(Cl)cc2Cl)c(C)c1NC(=O)C1C2CCC(O2)C1C(=O)O (stereo not drawn)
  A = -2%; B = -3; C = 0; D = ?; E = 1%; F = ?

O=C(NCc1ccc(F)cc1)C(c1ccccc1)N(C(=O)c1csnn1)C1CC1 (stereo not drawn)
  A = .; B = -4; C = -5; D = 4%; E = 1%; F = -6%

CC(=O)Nc1ccc(S[C@@H](CCN2CC[C@H](O)CCC2=O)c2ccccc2)cc1
  A = -9%; B = .; C = .; D = ?; E = .; F = 10%

CCN(C(=O)c1cc2c(s1)-c1ccccc1OC2)c1cc(OC)ccc1OC
  A = 10%; B = -3; C = 15; D = 12µM*; E = -10%; F = ?

CSc1ccccc1C(=O)Nc1c(C)cccc1C
  A = -4%; B = -1; C = 6; D = 9%; E = 1%; F = -18%

Cc1c(-c2ccccc2)[n+](=O)c(-c2ccc(Br)cc2)c(C)n1[O-]
  A = 0%; B = -2; C = 19; D = -2%; E = 10%; F = -11%

CC1CCN(C(=S)Nc2ccc3nc4n(c(=O)c3c2)CCCCC4)CC1
  A = 1%; B = 7; C = 0; D = -21%; E = -1%; F = -20%

CCOc1ccc(C(=O)Nc2ccc(-c3cc4ccccc4oc3=O)c(C)c2)cc1[N+](=O)[O-]
  A = 4%; B = -4; C = -8; D = 3%; E = 6%; F = -9%

CCCC(=O)N1CCN(Cc2ccc3c(c2)OCO3)CC1
  A = 1%; B = 0; C = -9; D = 14%; E = 1%; F = 20%

CC(Sc1nnc(C(F)(F)F)n1C)C(=O)NC(N)=O (stereo not drawn)
  A = 0%; B = -1; C = -29; D = 66%[activator]; E = 3%; F = 29%

Cc1nc(C)c(-c2nnc(-c3ccc(C(C)(C)C)cc3)o2)cc1C(=O)NN
  A = -11%; B = 0; C = -5; D = 5%; E = 2%; F = ?

O/N=C(\c1ccc(Cl)cc1)c1ncc(C(F)(F)F)cc1Cl
  A = -17%; B = -4; C = -12; D = ?; E = -3%; F = .

N#Cc1ccsc1NC(=O)CN1CCN(S(=O)(=O)c2ccccc2C(F)(F)F)CC1
  A = 5%; B = -2; C = -18; D = ?; E = -5%; F = -27%

CC1CC(NC(=O)C2C3CCC(O3)C2C(=O)O)CC(C)(C)C1 (stereo not drawn)
  A = 6%; B = 4; C = -12; D = 11%; E = 20%; F = -7%

Cc1ccc(-n2nnnc2Sc2ccc(S(=O)(=O)NCCN(C)C)cc2[N+](=O)[O-])cc1
  A = 25µM*; B = 15; C = 19; D = ?; E = 0%; F = ?

Cc1cc(-c2nnc(SCC(=O)Nc3ccccc3F)n2N)n[nH]1
  A = -6%; B = -2; C = -3; D = -13%; E = .; F = ?

CS(=O)(=O)N(CC(=O)N1CCN(Cc2ccc3c(c2)OCO3)CC1)Cc1ccc(Cl)cc1
  A = 0%; B = -2; C = -15; D = 1.9µM*; E = -1%; F = .

CC(=O)c1cccc(NC(=O)c2ccncc2)c1
  A = 0%; B = 7; C = 0; D = -20%; E = 3%; F = 28%

CCC(CC)NC(=O)Nc1ccc(F)c(Cl)c1
  A = 2%; B = 9; C = 57; D = 20%; E = -13%; F = 11%[5.75 µM]

Cn1c(=O)c2c(nc(Oc3ccccc3N)n2C)n(C)c1=O
  A = -5%; B = -4; C = 5; D = 4%; E = 11%; F = 11%

COc1ccc(C(=O)NCC2CCCO2)cc1OC (stereo not drawn)
  A = 1%; B = -2; C = 12; D = 14%; E = 1%; F = 14%

Cc1cc(C)c2cc(C(=O)Nc3ccccc3)[nH]c2c1
  A = -11%; B = 42*; C = 72*; D = 8.3µM*; E = -22%; F = ?

Nc1c(N(Cc2ccco2)C(=O)COc2ccccc2Cl)c(=O)[nH]c(=O)n1Cc1ccccc1
  A = 50µM*; B = .; C = .; D = -20%; E = .; F = ?

CSc1ccccc1NC(=O)CN(C)C(C)C(=O)NC(=O)NC1CCCCC1 (stereo not drawn)
  A = -2%; B = .; C = .; D = ?; E = .; F = ?

Cc1ccc(N(CC(=O)NC2CCCCC2)C(=O)c2ccc(C)s2)cc1
  A = 5%; B = -2; C = -4; D = ?; E = 9%; F = -19%

CNC(=S)N(Cc1ccc(OC)cc1)C1CC(=O)N(c2ccc(C(=O)OC)cc2)C1=O (stereo not drawn)
  A = -3%; B = -1; C = -5; D = 5.9µM*; E = -4%; F = ?

CC1CCCN(C(=O)CCNS(=O)(=O)c2ccc3c(c2)oc(=O)n3C)C1 (stereo not drawn)
  A = -14%; B = -2; C = -2; D = ?; E = .; F = -28%

Nc1nonc1-n1nncc1-c1ccccc1
  A = -31%; B = 9; C = -7; D = 20%; E = 0%; F = 2%

COc1ccccc1C(C#N)c1cccc(Cl)n1 (stereo not drawn)
  A = 1%; B = -6; C = -1; D = -10%; E = 1%; F = -14%[0.00184 µM]

CCOC(=O)C1(C)C=C(Nc2ccc(C)cc2)C(=O)N1c1ccc(C)cc1 (stereo not drawn)
  A = -3%; B = -3; C = -14; D = -4%; E = 8%; F = 7%

Cc1cc(OCC(=O)N2CCN(c3ccccn3)CC2)c(C)cc1Br
  A = -1%; B = -2; C = -35; D = ?; E = .; F = 15%

CC12CCC(C(N)=O)(c3nc4ccccc4nc31)C2(C)C (stereo not drawn)
  A = -5%; B = -4; C = -7; D = 10%; E = 0%; F = ?

COc1ccc(-c2nc(SC(CC(=O)NCc3ccccc3)c3ccc(OC)c(OC)c3)n[nH]2)cc1 (stereo not drawn)
  A = -3%; B = -2; C = -6; D = -25%; E = 3%; F = -20%

O=C(NCCOC(=O)c1ccc(F)cc1)c1ccc(F)cc1
  A = -31%; B = 7; C = -2; D = 4%; E = 0%; F = 3%

CC1(C)CC2(CCO1)OC(=O)CC2C(=O)NCc1ccccc1 (stereo not drawn)
  A = 0%; B = -3; C = 22; D = -3%; E = 6%; F = 16%

O=C(O)CN1C(=O)C(=O)N(Cc2cccc(F)c2)C1=O
  A = 9%; B = 33; C = 2; D = 3%; E = -10%; F = -13%

N#C/C(=C/c1ccc(CNS(=O)(=O)c2ccccc2)o1)C(N)=O
  A = 6%; B = -1; C = -7; D = ?; E = 0%; F = 16%

Oc1c(C(c2ccccc2Cl)N2CCCC2)ccc2cccnc12 (stereo not drawn)
  A = ?; B = -5; C = 17; D = ?; E = -8%; F = -54%[1.15 µM]

CC(C)CNS(=O)(=O)c1cc(C(=O)OCC(=O)N2CCOCC2)c(Cl)cc1Cl
  A = -2%; B = -4; C = -3; D = -7%; E = 9%; F = ?

CCOCCCNC(=O)C(NC(=O)C1CCC(=O)N1)c1ccc(C)cc1 (stereo not drawn)
  A = 5%; B = -5; C = -9; D = .; E = 0%; F = 2%

O=C(Nc1cnn(Cc2ccc(Cl)cc2Cl)c1)c1noc2c1CCCC2
  A = 1%; B = 14*; C = 11; D = 1%; E = -14%; F = -6%

O=S(=O)(c1ccc(Cl)cc1Cl)n1ccc2cccnc21
  A = -1%; B = -3; C = 2; D = 19%; E = -29%; F = 18%

COC(=O)c1ccc(NC(=O)c2sc3nc(-c4ccccc4)cn3c2C)cc1
  A = 15%; B = -2; C = 18; D = 20%; E = -4%; F = ?

Cc1ccn2c(=O)c(C(=O)NCCCN3CCCC3=O)c(O)nc2c1
  A = 1%; B = -7; C = -4; D = 18%; E = 16%; F = 9%

Cc1ccccc1C(=O)NC(=S)NCCC1=CCCCC1
  A = 5µM*; B = 10; C = 25; D = 0%; E = 2%; F = ?

CCCCCC1C(=O)C[C@@H]2CCN3C(=O)CCC[C@H]1[C@H]23 (stereo partly drawn)
  A = .; B = 0; C = i; D = .; E = -1%[89.2 µM]; F = .

CCCCOc1ccc(C2C(C(=O)c3cccs3)=C(O)C(=O)N2CCN2CCOCC2)cc1 (stereo not drawn)
  A = -33%; B = 7; C = -1; D = 2%; E = 11%; F = -3%

Part of the list above in a different format:
canonical_smiles	Sm TGR inh	Cycloheximide cs	Shiga inhibitor	Pf growth 96h	Giardia FBPA inh	Pf growth 48h
COc1ccc(-c2nc(SC(CC(=O)NCc3ccccc3)c3ccc(OC)c(OC)c3)n[nH]2)cc1 (stereo not drawn)	-3%	-2	-6	-25%	3%	-20%
O=C(NCCOC(=O)c1ccc(F)cc1)c1ccc(F)cc1	-31%	7	-2	4%	0%	3%

Later entries.
Letters – A = Sm TGR inh; B = Cycloheximide cs; C = Shiga inhibitor; D = Pf growth 96h; E = Giardia FBPA inh; F = Pf growth 48h
Cn1c(SCC2CCCO2)nnc1-c1ccc([N+](=O)[O-])cc1 (stereo not drawn)
  A = .; B = 11; C = 17; D = ?; E = 3%; F = -2%

CCOP(=O)(OCC)C(NC(=O)Nc1c(C)cc(C)cc1C)c1ccccc1 (stereo not drawn)
  A = 4%; B = 1; C = 4; D = 30%; E = 3%; F = -7%

COC(=O)C1=C(C)NC(=O)/C1=C\c1cc(C)n(-c2ccccc2F)c1C
  A = 14µM*; B = -3; C = -16; D = 61%[activator]; E = ?; F = ?

O=[N+]([O-])c1ccc(C2[C@H]3C(c4ccccc4)=NC4(CCCCC4)N23)cc1 (stereo partly drawn)
  A = -1%; B = -3; C = -8; D = 0%; E = 0%; F = ?

Cc1ccc(NC(=O)c2noc3c2CCC3)cc1C
  A = -4%; B = 28*; C = 93*; D = ?; E = -6%; F = 7%

Cc1cccc(Cn2c(C(C)(C)C)cc3cccnc32)c1
  A = -4%; B = -3; C = 13; D = ?; E = 0%; F = ?

CNCC(O)c1cccc(OC(=O)c2ccccc2C)c1 (stereo not drawn)
  A = 7%; B = -1; C = -16; D = -20%; E = 3%; F = ?

O=[N+]([O-])c1cc(C(F)(F)F)ccc1NCCc1c[nH]c2ccc(O)cc12
  A = -16%; B = 3; C = 20; D = 6%; E = -5%; F = ?

C(=N\Nc1ccccc1)/c1ccc(N2CCOCC2)cc1
  A = -20%; B = 48*; C = 69*; D = 106%[activator]; E = 2%; F = -26%

Cc1ccccc1-n1nc(CSc2nc3ccccc3[nH]2)c(-c2ccccc2)c1N
  A = -2%; B = 0; C = -17; D = ?; E = 0%; F = -4%

NC(=O)[C@@H]1CCCN1C(=O)c1ccc2nc(Cc3cccc(Cl)c3)oc2c1
  A = -12%; B = -2; C = 24*; D = 10µM*; E = .; F = 2%

CCOc1cccc(CNCCO)c1OCc1ccc(Cl)cc1
  A = ?; B = -2; C = -15; D = ?; E = -1%; F = ?

O=C(CSc1ncccn1)Nc1cc(Cl)ccc1[N+](=O)[O-]
  A = -12%; B = 23*; C = 19; D = -12%; E = 6%; F = 12%

O=C(Nc1ccc(N2CCCC2=O)cc1)c1cncc(Br)c1
  A = -7%; B = 2; C = -22; D = 2%; E = .; F = 52%[activator]

Cc1cc2[nH]c(=O)c(=O)[nH]c2cc1S(=O)(=O)N(C)C1CCCCC1
  A = -26%; B = 2; C = 2; D = 26%; E = -25%; F = -15%

COC(=O)[C@@H]1C[C@H]2CC[C@H](O)C[C@H]2N1Cc1ccc(C)s1
  A = -12%; B = 7; C = 4; D = 43%; E = 6%&1%; F = 61%[activator]

COc1cc(C)c(Br)cc1S(=O)(=O)NCc1cccs1
  A = 15%; B = 1; C = -1; D = 0%; E = 15%; F = 4%

COc1ccccc1N1C[C@@H]2C[C@@H](c3ccco3)N3CCC[C@@]23C1=O
  A = ?; B = -1; C = 13; D = ?; E = -28%; F = ?
